# S1P1 ag pot – S1P1 (human) agonism or agonism potentiation; activation, % at 9.5 µM; P21453; AID 449; actives 0.57% (n = 56,000); S1P1 CRE-bla cells, forskolin, beta-lactamase FRET, potentiator mode; S1P1 agonist co-added at EC20, 2 nM; 100% = saturating reference agonist, 0% = basal;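 active = activation above a cutoff set at the mean activation of all tested compounds plus 3 SD, cut at about 54% in these data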;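 also: forskolin at 4 µM as EC80 and the EC20 agonist is SEW2871; 100% = SEW2871 at its EC100 plus forskolin at EC80; some compounds past the cut are filed as inactive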
# HTR1A agonist – activates the human 5-HT1a serotonin receptor. activation, % at 10 µM. actives 0.56% (n = 65,000). CHO 5-HT1a Ga15 NFAT-bla reporter, FRET ratio; 0% basal, 100% maximal reference agonist;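 active = activation above the screen-wide mean activation plus 3 SD, cut at about 19% in these data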;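 also: 0% = DMSO wells and 100% = 5-CT at EC100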
# HEK293 NFkB inh – inhibitors of the PMA/ionomycin-induced NF-kB reporter in HEK293 cells. HEK-293 NF-kB luciferase reporter, luminescence. inhibition, % at 3 µM. actives 0.21% (n = 62,000);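 active = inhibition above the mean of all tested compounds plus 3 SD, cut at about 40% in these data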;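 also: 0% = stimulated DMSO wells and 100% = 10 µM reference inhibitor 5653914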
#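 Signal: luciferase luminescence; Material: HEK-293 cells with stable firefly luciferase reporter driven by four HIV NF-kB elements; Probe or stimulus: PMA with ionomycin; Replication: tested once; Times: 1 h compound pretreatment, then 16 h stimulation at 37 °C, 5% CO2; Benchmarks: DMSO and 10 µM reference inhibitor; Evaluation: per-plate % inhibition versus controls.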
# 5-HT1A blocker – blocks the human serotonin 5-HT1a receptor. inhibition, % at 10 µM. CHO 5-HT1a Ga15 NFAT-bla reporter, antagonist mode. AID 612. P08908. actives 0.68% (n = 62,000);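 active = inhibition above the mean of all tested compounds plus 3 SD, cut at about 43% in these data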;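 also: receptor stimulated by 5-CT agonist at 100 nM near EC80; beta-lactamase reporter measured by ratiometric fluorescence of a cleavable substrate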
# 5HT1E antag – 5-HT1E (human) receptor antagonism; P28566; CHO 5-HT1E Ga15 NFAT-bla reporter, FRET, antagonist; actives 0.99% (n = 65,000); inhibition, % at 6 µM;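 active = inhibition above a set limit, the mean inhibition across every tested compound plus 3 SD, cut at about 29% in these data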;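 also: signal is the 460 over 535 nm emission ratio of beta-lactamase substrate; 0% = agonist plus DMSO wells and 100% = wells without agonist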
# Target sequence (P28566 whole entry, looked up): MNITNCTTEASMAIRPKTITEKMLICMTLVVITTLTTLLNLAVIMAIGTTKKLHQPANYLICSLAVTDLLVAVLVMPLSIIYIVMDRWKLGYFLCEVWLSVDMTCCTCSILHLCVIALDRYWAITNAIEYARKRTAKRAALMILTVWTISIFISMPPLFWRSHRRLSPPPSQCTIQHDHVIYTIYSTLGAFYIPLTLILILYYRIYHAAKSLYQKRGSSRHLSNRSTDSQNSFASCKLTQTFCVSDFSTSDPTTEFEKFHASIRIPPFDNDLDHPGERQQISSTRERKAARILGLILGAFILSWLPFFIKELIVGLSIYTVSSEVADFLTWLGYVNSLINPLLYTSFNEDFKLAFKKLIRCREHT
# D1 mod – allosteric modulators of human D1 dopamine receptor; HEK293 D1, CRE-luciferase, dopamine EC30 potentiation; actives deviate in either direction; P21728; actives 5.9% (n = 58,000); B-score at 10 µM;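 active = luminescence count or its row- and column-corrected plate score outside the 99.7% band of the plate's sample wells, on either side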
# Jurkat viability – cytotoxic compounds reducing Jurkat cell viability | Jurkat E6.1 viability, ATP luminescence, 48 h | inhibition, % at 4 µM | actives 1.2% (n = 56,000) | AID 463;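 active = inhibition above the mean inhibition of all tested compounds plus 3 SD, cut at about 28% in these data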
# S1P3 ag – activates the human S1P3 receptor | AID 373 | activation, % at 4.5 µM | actives 0.1% (n = 60,000) | Q99500 | S1P3 NFAT-BLA reporter cells, agonism, FRET ratio; relative to 1 µM S1P, basal subtracted;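 active = activation above the screen-wide mean plus 3 SD, cut at about 4.5% in these data, passing the limit was not always enough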; also: some compounds called inactive have numbers as strong as hits
# Target sequence (Q99500 whole entry, looked up): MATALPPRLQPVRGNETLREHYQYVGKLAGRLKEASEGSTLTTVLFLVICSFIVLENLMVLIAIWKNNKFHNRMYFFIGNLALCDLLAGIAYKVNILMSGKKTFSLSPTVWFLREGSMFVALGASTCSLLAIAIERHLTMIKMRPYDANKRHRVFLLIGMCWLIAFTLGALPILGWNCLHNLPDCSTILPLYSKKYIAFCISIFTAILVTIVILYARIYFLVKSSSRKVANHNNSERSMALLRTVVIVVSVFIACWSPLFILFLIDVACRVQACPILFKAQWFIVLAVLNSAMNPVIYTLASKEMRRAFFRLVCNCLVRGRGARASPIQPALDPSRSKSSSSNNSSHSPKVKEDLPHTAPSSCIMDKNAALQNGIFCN
#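 Material: Human S1P3 NFAT-BLA reporter CHO cells | Incubation: Overnight plating, 4 h compound 37 °C, 2 h substrate RT | Signal: FRET β-lactamase substrate fluorescence, excitation 405 nm, 460/535 nm emission ratio, background-subtracted | Compound: 4.5 µM final, single dose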
# 5HT1E ag – agonists of human 5-HT1E serotonin receptor; P28566; actives 0.69% (n = 65,000); AID 574; CHO 5-HT1E Ga15 NFAT-bla reporter, FRET; 0% DMSO wells, 100% control agonist wells; activation, % at 6 µM;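 active = activation above a set limit, the screen-wide mean activation plus 3 SD, cut at about 8.5% in these data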;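 also: 100% = positive control agonist at 1 µM giving full maximal response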
# Numbers without * were called inactive; / = not tested or not shown. Outcome played no part in choosing rows; overall some 8.3% were active at least once.
# Order of values: S1P1 ag pot	HTR1A agonist	HEK293 NFkB inh	5-HT1A blocker	5HT1E antag	D1 mod	Jurkat viability	S1P3 ag	5HT1E ag
CC(C)(C)n1ncc2c(=O)n(CC(=O)NCCc3ccccc3)cnc21
 : 0	-4.5	6	-10	-10	-0.079	5	-0.7	0.2
COc1ccc(N(C)S(=O)(=O)c2cccc3cccnc23)c(OC)c1
 : -8	-1.2	-1	7	-3	-0.1	29	0.5	-0.4
CCn1nnnc1SCC(=O)Nc1cccc(NC(C)=O)c1
 : 25	-1.6	-3	5	12	0.017	12	0.1	-1.1
Cc1cccc2cc(CN(Cc3nnnn3Cc3ccco3)C3CCCC3)c3nnnn3c12
 : -13	0.0	15	-1	4	1.5	-1	-1.0	0.3
COc1cccc(-c2nn3c(-c4cc(C)[nH]n4)nnc3s2)c1
 : -14	-3.0	5	-14	6	3.4*	1	-0.3	0.1
O=C1c2oc3ccc(Cl)cc3c(=O)c2C(c2cccc(Br)c2)N1CCO (stereo not drawn)
 : -22	-1.4	20	-14	3	1.4	-5	0.3	-1.1
COc1cc(OC)c2c(c1)OC(c1ccc(OC)c(OC)c1)C(O)C2=O (stereo not drawn)
 : -25	0.9	14	-14	-8	-0.66	-5	-0.2	0.7
O=C(CSc1nnc(-c2ccc(OC(F)F)cc2)o1)N1CCOCC1
 : -25	-3.6	10	-1	9	-0.028	-2	1.5	-0.2
COC(=O)c1sccc1NC(=O)c1c(C)noc1C
 : -58	0.3	4	16	14	1.3	-9	-1.1	0.1
CC(=O)OC(C(=O)NCc1ccc2c(c1)OCO2)c1ccccc1Cl (stereo not drawn)
 : 18	-0.6	15	-14	-1	-0.073	-4	-1.0	-0.5
CCOC(=O)c1c(SC)nc(SC)c2c1CCC2
 : 2	-0.9	/	/	-13	-0.026	/	-0.4	0.0
CCOc1ccc(C(=O)N(Cc2ccc(N(C)C)cc2)C2CCS(=O)(=O)C2)cc1 (stereo not drawn)
 : -20	-4.7	8	-11	-10	0.12	1	-1.0	1.5
O=C(CCCCn1c(=O)c2ccccc2n(CC(=O)Nc2cccc(F)c2)c1=O)NCc1ccco1
 : 8	1.0	13	9	0	1.1	0	-0.9	-0.3
Cc1ccc(-n2c(N)c(-c3nc4ccccc4n3C)sc2=S)cc1
 : -19	-1.3	-47	-1	-4	0.069	6	1.1	-0.6
CCOC(=O)N1CCN(C(=O)c2nn(-c3ccc(C)cc3)c(=O)c3c2c2ccccc2n3C)CC1
 : -14	0.9	20	-23	-1	-0.9	6	-0.6	-0.6
COc1cccc(-c2cc(C(=O)N3CC4(C)CC3CC(C)(C)C4)no2)c1 (stereo not drawn)
 : -4	-0.5	8	1	-9	-0.089	0	-1.6	1.4
CCOC(=O)c1[nH]c2ccc(F)cc2c1N=C(C)N(CC)CC
 : 24	1.4	/	/	1	/	/	-3.6	-1.1
Cn1c(=O)c2c(nc(NCc3ccccc3)n2CCCc2ccccc2)n(C)c1=O
 : -21	1.2	-7	16	1	-3.1*	2	-1.4	0.3
Cc1onc(-c2ccccc2Cl)c1C(=O)OCC(=O)c1ccc2c(c1)OCCO2
 : 11	-4.6	14	13	5	-0.77	-1	-0.3	-0.7
CCCNC(=O)N1CCN(c2ncccn2)CC1
 : 5	0.0	20	-8	0	0.57	1	-0.9	0.0
CC(=O)Nc1nonc1C(=O)N1CCC(C)CC1
 : -19	-3.7	12	-6	-10	0.56	2	0.0	0.0
CN1CCN(C(=O)c2cc(-c3ccccc3)on2)CC1
 : /	-0.2	8	-3	-6	-0.057	-1	-1.8	-1.9
CN1C(=O)C2(N=c3ccccc3=N2)c2ccccc21
 : -76	3.4	/	/	-8	/	/	0.6	1.7
CCn1cc(/C=C(/C#N)S(=O)(=O)c2ccccc2)cn1
 : -7	-0.4	4	-11	3	-0.28	7	0.3	-0.8
CC1(C)CC(=O)C(C=NCCN2CCN(C(=O)C34CC5CC(CC(C5)C3)C4)CC2)=C(O)C1
 : 8	1.1	/	/	0	0.19	/	0.2	0.0
CC(C)=C1C2C=CC1C(C(=O)Nc1cccc(C)c1)C2C(=O)O (stereo not drawn)
 : -6	-1.5	3	3	7	-1.3	2	0.1	-0.3
CCCCN(CCCNC(=O)C1CCN(S(=O)(=O)N2CCOCC2)CC1)c1ccccc1
 : -4	1.5	-4	15	18	0.0077	4	-0.6	-1.4
CCCN1CCN(c2nc3c([nH]2)c(=N)ncn3CC(O)CO)CC1 (stereo not drawn)
 : -7	3.1	21	-2	0	-0.29	-9	-0.3	0.3
CCCCOc1nc2ccccc2nc1C(C#N)C(=O)NC1CCCCC1 (stereo not drawn)
 : 0	3.9	/	/	8	/	/	-0.9	0.4
N#Cc1nc(Cc2cccc3ccccc23)oc1NCCCN1CCOCC1
 : 1	-2.5	4	-5	-12	-0.45	4	-0.9	0.4
CC1NC2(C(=O)N(Cc3ccccc3)c3ccccc32)C2C(=O)N(c3ccccc3)C(=O)C12 (stereo not drawn)
 : -19	-1.2	17	7	12	-0.16	-1	-1.3	-0.3
COc1ccc(Cl)cc1NC(=O)N1CCN(CCc2ccccc2)CC1
 : 2	0.1	3	-2	-12	0.59	-6	-0.3	-0.3
CC(C)CN(C(=O)COC(=O)Cc1c[nH]c2ccccc12)C1CCS(=O)(=O)C1 (stereo not drawn)
 : 10	-2.4	17	8	-2	0.41	-1	1.0	-0.2
O=S(=O)(c1ccc2c(c1)OCCO2)N1CCC(n2nnc3cc(C(F)(F)F)ccc32)CC1
 : 38	0.4	21	-6	-5	1.6	0	0.1	-0.4
C=CCNC(=O)c1ccc2c(c1)nnn2C
 : /	-0.3	10	3	-5	/	/	/	0.2
C=CCn1c(=N)n(CC(=O)O)c2ccccc21
 : 3	-0.5	20	-13	-3	-0.72	-7	-0.9	1.1
CCOc1ccccc1OCCn1nnc2ccccc21
 : 6	-1.0	9	15	3	-0.27	4	-1.3	1.1
COC(=O)c1ccc(CSc2ccccc2C)o1
 : -21	-3.3	13	-2	1	1.2	-1	0.3	-0.2
Nc1ccc(-c2cnc(-c3ccc(N)cc3)nc2)cc1
 : 3	-0.6	-5	8	-8	0.58	1	-1.3	-0.8
O=C(NCc1ccco1)c1ccc2c(c1)C(=O)c1ccccc1-2
 : /	-2.1	11	23	19	/	9	0.0	-1.1
Cc1cc(NC(=O)CCCOc2ccc(Cl)cc2Cl)no1
 : 5	0.3	-1	6	-8	-0.24	1	0.4	0.3
O=C(CSc1ccc2nnc(-c3cccnc3)n2n1)NCc1ccco1
 : 8	-1.8	12	7	14	0.51	4	-0.7	-0.6
CCN(CC)CCCn1c(C)cc2c(c1=O)C(c1ccccc1)C(C#N)=C(N)O2 (stereo not drawn)
 : -5	-2.8	/	/	1	-1.1	/	-1.3	0.0
CCOC(=O)Nc1ccc(S(=O)(=O)Nn2cnnc2)cc1
 : -17	-3.4	23	4	-13	/	1	-1.4	0.6
COc1ccc(-n2c(Cc3cccn3C)nnc2SCC(=O)NCc2ccco2)cc1
 : 2	-1.1	12	-7	-4	0.45	-4	0.0	0.9
CCOC(=O)c1cnc(SCC(=O)Nc2cc(C(F)(F)F)ccc2N2CCOCC2)nc1N
 : /	-1.5	20	-2	3	0.14	1	-0.6	-0.1
O=S(=O)(c1ccc2ccccc2c1)N1CCN(S(=O)(=O)N2CCOCC2)CC1
 : 20	1.3	11	4	1	0.6	-3	-0.5	-0.1
CCOC(=O)c1c(C)oc2c1c1c(c3ccccc32)OCN(Cc2cccnc2)C1
 : -24	-0.8	-4	36	-14	0.37	3	0.2	0.0
Cc1cc(NC(=O)CSc2nnc(COc3cccc(C)c3C)n2Cc2ccco2)no1
 : 5	0.1	12	-4	1	-0.31	-6	-1.3	-1.3
Cc1c(NC(=O)NC(C)N2C(=O)C3C4C=CC(C4)C3C2=O)c(=O)n(-c2ccccc2)n1C (stereo not drawn)
 : -16	-4.0	14	-3	2	-0.046	-7	-0.5	-0.7
CCOC(=O)c1cnc(SCC(=O)Nc2ccccc2N2CCOCC2)nc1N
 : -14	-2.3	4	-7	-20	2.9	-6	0.5	0.2
O=C(NCCc1c[nH]c2ccccc12)C1Cc2ccccc2CN1C(=O)c1ccco1 (stereo not drawn)
 : 12	-1.2	6	20	5	/	1	0.0	1.9
COc1ccc(CNC(=O)CCn2c(=O)oc3ccccc32)cc1
 : -5	-1.5	0	-11	18	-0.39	6	-0.3	-0.3
CC1(C)Cc2c(sc3c2C2=NCCN2C=N3)CO1
 : 13	0.3	/	/	0	1.9	/	-2.6	0.1
COc1ccccc1N1CCN(C(CNC(=O)c2ccc3c(c2)OCO3)c2cccnc2)CC1 (stereo not drawn)
 : 5	0.9	14	24	1	-1.5	13	0.5	0.1
COC(=O)CN1C(=O)C(O)(CC(=O)c2ccccc2)c2ccccc21 (stereo not drawn)
 : -18	-4.2	14	-4	-5	-0.013	-3	-1.5	-0.1
COc1cc(OC)cc(C(=O)N2CCN=C2SCc2cccnc2)c1
 : -14	-3.6	-6	9	7	0.046	1	-0.6	0.2
COCCNC(=O)CSc1nc2cc(OC)c(OC)cc2c(=O)n1CCC1=CCCCC1
 : /	0.3	-1	-10	-2	-1	/	/	0.2
Cc1nnc(SCCC#N)n(CCC#N)c1=O
 : -7	2.8	/	/	8	0.03	/	1.0	0.2
O=C1CC(c2ccc(S(=O)(=O)NCCOc3ccccc3)cc2)CN1 (stereo not drawn)
 : 7	1.2	29	14	2	0.82	-5	-0.7	-0.5

# 3 structures already listed, ordered by molecular weight, highest first.
# Order of values: S1P1 ag pot	HTR1A agonist	HEK293 NFkB inh	5-HT1A blocker	5HT1E antag	D1 mod	Jurkat viability	S1P3 ag	5HT1E ag
O=S(=O)(c1ccc2ccccc2c1)N1CCN(S(=O)(=O)N2CCOCC2)CC1
 : 20	1.3	11	4	1	0.6	-3	-0.5	-0.1
COc1ccc(CNC(=O)CCn2c(=O)oc3ccccc32)cc1
 : -5	-1.5	0	-11	18	-0.39	6	-0.3	-0.3
CC1(C)Cc2c(sc3c2C2=NCCN2C=N3)CO1
 : 13	0.3	/	/	0	1.9	/	-2.6	0.1

# The list goes on:
# Order of values: S1P1 ag pot	HTR1A agonist	HEK293 NFkB inh	5-HT1A blocker	5HT1E antag	D1 mod	Jurkat viability	S1P3 ag	5HT1E ag
Cc1nc(SCC(=O)Nc2ccc(F)cc2)c2oc3ccccc3c2n1
 : -9	-0.3	4	-6	14	1.5	-1	-1.1	-0.7
CCCCC(=O)Nc1ccc(Cl)cn1
 : 8	-1.5	19	4	4	-0.05	4	-1.5	-0.4
c1cc2c3c(cccc3c1)NC1(CCCCCC1)N2
 : /	-0.2	1	7	1	0.15	0	-1.2	-0.1
Cc1cccc(NC(=O)c2oc3c(c2C)C(=O)CC(C)(C)C3)n1
 : -15	-0.6	4	-6	11	2.3	0	-0.1	0.1
CC(C)c1ccc(NC(=O)C2CCN(S(C)(=O)=O)CC2)cc1
 : -36	-2.0	-6	-7	-19	-0.41	4	-0.8	1.2
CC1(C)CC(=O)c2cnc(NC(=O)CCc3ccccc3)nc2C1
 : /	3.2	12	10	2	0.05	11	-0.6	-0.1

# Bioassay records as filed in PubChem BioAssay.
